Screening results deposited in PubChem by National Center for Advancing Translational Sciences (NCATS).
TDP1 cell CPT: growth inhibition of DT40 Tdp1-/-;hTDP1 cells with camptothecin (screen for TDP1 inhibitors); chicken DT40 Tdp1-/-;hTDP1 cells + 20 nM CPT, ATP luminescence, 48 h; Potency, µM (doses to about 46.2 µM), inactives show at the highest dose activity change, negative = growth inhibition, actives largely listed as inhibitors; 12% of 420,000 active; further: nearly all actives have a fitted effect of over 55% in size
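Chicken DT40 Tdp1-/- cells complemented with human TDP1, 400 cells/well, exposed to compounds plus 20 nM camptothecin for at least 48 h at 37 C; viability read as ATP content by CellTiter-Glo luminescence.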
FEN1 inh: human FEN1 inhibition. 0.35% of 390,000 active. Potency, µM (highest dose often 114 µM), inactives show at the highest dose activity change, negative = inhibition, most hits filed as inhibitors. Recombinant FEN1 flap cleavage, fluorescence, 15 min; further: nearly all actives have a fitted effect of over 65% in size
Target sequence (P39748 whole entry, looked up): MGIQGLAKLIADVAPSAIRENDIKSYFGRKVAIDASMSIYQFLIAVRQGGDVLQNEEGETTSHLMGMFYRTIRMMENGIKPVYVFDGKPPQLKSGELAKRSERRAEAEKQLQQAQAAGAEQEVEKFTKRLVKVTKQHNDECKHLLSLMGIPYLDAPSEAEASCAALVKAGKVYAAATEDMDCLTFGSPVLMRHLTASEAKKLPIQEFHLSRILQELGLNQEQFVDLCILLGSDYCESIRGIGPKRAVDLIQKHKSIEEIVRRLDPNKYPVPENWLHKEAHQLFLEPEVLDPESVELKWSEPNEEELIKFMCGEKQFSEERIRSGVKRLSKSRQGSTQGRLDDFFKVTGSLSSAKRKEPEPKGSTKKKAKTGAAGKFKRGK
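In this screen, 50 nM flap DNA substrate was added to 10 nM FEN1 pretreated with compound for 15 min at room temperature; cleavage was followed with reads at 0 and 15 min, and Hill fitting gave concentration–response parameters.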
N370S GC: N370S glucocerebrosidase modulation, Gaucher chaperone candidate; 0.092% of 330,000 active; Potency, µM (titrated, usually from 59.4 µM), without a hit: top-dose activity change, negative = inhibition, usual class: inhibitors; N370S GC spleen homogenate, 4MU-glucoside fluorescence; AID 2101;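 further: 0% = full enzyme activity and -100% = no enzyme basal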
* marks the source's active call; other numbers are inactive results; [ ] = remark or other dose. The call rests on the fitted dose curve; in most records, active means well fitted curve in the direction sought with a large enough effect; inconclusive means small, poorly fitted or top-dose-only effect, or another doubt; inactive means no such curve, though single readings can be large; an effect the other way counts as inactive or inconclusive. Unless noted, on the % scale 0 is the no-effect control and ±100 the full control effect; potency means the concentration at half of the fitted maximal effect. The list is partial; the hit share may differ from the screen's.

CC(NC(=O)c1ccc(S(=O)(=O)N(C)C)cc1)c1ccc(-n2ccnc2)cc1 (configuration not stated) was read as TDP1 cell CPT 23%, FEN1 inh 0% and N370S GC 1%.
For COc1cccc(NC(=O)CSc2nncn2N)c1 the results were TDP1 cell CPT inconclusive, FEN1 inh 1% and N370S GC 13%.
`COc1ccc([N+](=O)[O-])cc1NC(=O)CCN1CCN(c2ccccc2OC)CC1` gave TDP1 cell CPT -7%, FEN1 inh 9% and N370S GC -15%.
For CC1(C(=O)NCc2ccc(F)cc2)Oc2ccccc2NC1=O (configuration not stated) the results were TDP1 cell CPT 5%, FEN1 inh 0% and N370S GC 8%.
`O=C(N/N=C\c1ccc([N+](=O)[O-])s1)C1COc2ccccc2O1` (configuration not stated) gave TDP1 cell CPT 2.9µM*, FEN1 inh -22% and N370S GC -22%.
CC12CCC(C(=O)Nc3ccc4c(c3)OCCO4)(OC1=O)C2(C)C (configuration not stated) was read as TDP1 cell CPT -21%, FEN1 inh -5% and N370S GC 3%.
`COc1ccc(-c2cc3nc(C)c(CCC(=O)N4CCN(c5ccccc5F)CC4)c(C)n3n2)c(OC)c1` gave TDP1 cell CPT inconclusive and FEN1 inh -9%.
O=C(NCC1CCCO1)c1ccc2c(c1)N(Cc1ccccc1)C(=O)CS2 (configuration not stated) was read as TDP1 cell CPT -14%, FEN1 inh -16% and N370S GC -1%.
For CCCn1cnc2cc(NCc3ccc(OC)cc3OC)ccc21 the results were TDP1 cell CPT 16µM* and FEN1 inh -2%.
`Cc1nc2ccn(Cc3ccco3)c(=O)c2cc1C(=O)NCc1ccccc1F` gave TDP1 cell CPT -17% and FEN1 inh 3%.
`COc1ccc(C2NC(=O)NC(c3ccccc3)=C2c2nc3ccccc3s2)cc1` (configuration not stated) gave TDP1 cell CPT 14µM*, FEN1 inh 2% and N370S GC 5%.
Screening C/C(NC(=O)c1ccccc1)=C1/C(=O)CC2C1C2(C)C (configuration not stated) returned TDP1 cell CPT -12%, FEN1 inh 1% and N370S GC 21%[2.35 µM].
Screening COc1ccccc1N1CCN(C(=O)c2oc3ccc(Br)cc3c2C)CC1 returned TDP1 cell CPT 2.9µM*, FEN1 inh -3% and N370S GC -22%.
`CCN(Cc1ccccc1)Cc1c(C)[nH]c2c(C)c(C)ccc2c1=O` gave TDP1 cell CPT 10%, FEN1 inh 5% and N370S GC -3%.
For FC(F)(F)c1nc2ccccc2nc1N/N=C\c1ccccc1 the results were TDP1 cell CPT 21µM*, FEN1 inh -2% and N370S GC 14%.

Entries listed so far with four or more nitrogen atoms, in the order listed:
CC(NC(=O)c1ccc(S(=O)(=O)N(C)C)cc1)c1ccc(-n2ccnc2)cc1 (configuration not stated) was read as TDP1 cell CPT 23%, FEN1 inh 0% and N370S GC 1%.
For COc1cccc(NC(=O)CSc2nncn2N)c1 the results were TDP1 cell CPT inconclusive, FEN1 inh 1% and N370S GC 13%.
`COc1ccc([N+](=O)[O-])cc1NC(=O)CCN1CCN(c2ccccc2OC)CC1` gave TDP1 cell CPT -7%, FEN1 inh 9% and N370S GC -15%.
`COc1ccc(-c2cc3nc(C)c(CCC(=O)N4CCN(c5ccccc5F)CC4)c(C)n3n2)c(OC)c1` gave TDP1 cell CPT inconclusive and FEN1 inh -9%.
For FC(F)(F)c1nc2ccccc2nc1N/N=C\c1ccccc1 the results were TDP1 cell CPT 21µM*, FEN1 inh -2% and N370S GC 14%.

(list continues)
`COc1cc(C(=O)Nc2c(C(=O)O)[nH]c3ccccc23)cc(OC)c1OC` gave TDP1 cell CPT 13%, FEN1 inh 13% and N370S GC -14%.
For O=C1c2ccccc2NC(c2ccc(F)cc2)N1Cc1ccco1 (configuration not stated) the results were TDP1 cell CPT -3%, FEN1 inh -9% and N370S GC 12%.
Cc1c(NC(=O)c2cc3c(=O)n4ccccc4nc3s2)c(=O)n(-c2ccccc2)n1C was read as TDP1 cell CPT -4%, FEN1 inh -6% and N370S GC 2%.
Screening O=C(N/N=C/c1cccc(Br)c1)c1ccc(Cn2cc(Br)cn2)o1 returned TDP1 cell CPT 2%, FEN1 inh -6% and N370S GC -3%.
For Cc1ccc(S(=O)(=O)Nc2ncccn2)cc1 the results were TDP1 cell CPT 0%, FEN1 inh 20% and N370S GC -3%.
Screening F[B-](F)(F)c1cnc2ccccc2c1 returned TDP1 cell CPT 2% and FEN1 inh -15%.
COC(=O)c1ccc(N2CCN(C)CC2)c(NC(=O)c2cccnc2)c1 was read as TDP1 cell CPT 6%, FEN1 inh 2% and N370S GC 6%.
Screening CN1C=CC=C/C1=C(\C#N)c1nc2ccccc2[nH]1 returned TDP1 cell CPT -1%, FEN1 inh 6% and N370S GC -4%.
Screening Cc1ccccc1-c1cncnc1NCc1ccccc1 returned TDP1 cell CPT -7% and N370S GC -10%.
`COCCN(C(=O)Cn1nnc2ccccc21)C(C(=O)NC1CCCC1)c1cccc(OC)c1OC` (configuration not stated) gave TDP1 cell CPT -19%, FEN1 inh -4% and N370S GC 22%.
For C[C@H]1CN([C@@H](C)CO)C(=O)c2cccc(NC(=O)Nc3ccc(F)cc3)c2O[C@@H]1CN(C)Cc1ccc(C(=O)O)cc1 the results were TDP1 cell CPT 4% and FEN1 inh -8%.
`COc1ccc(-n2nc(C(=O)Nc3ccc4c(c3)OCO4)c3c4ccccc4n(C)c3c2=O)cc1` gave TDP1 cell CPT -9%, FEN1 inh -5% and N370S GC 5%.
Screening CN(C(=O)Nc1ccc(Cl)cc1Cl)C1CCCC1 returned TDP1 cell CPT -13%, FEN1 inh 1% and N370S GC 1%.
`CCOCCCNC(=O)C(c1ccccc1)N(Cc1ccc2c(c1)OCO2)C(=O)c1ccccc1O` (configuration not stated) gave TDP1 cell CPT 4%, FEN1 inh -2% and N370S GC -3%.
CCOc1cc2[nH]c(=O)n(CCC(=O)NCc3ccc(OC)cc3)c(=O)c2cc1OCC was read as TDP1 cell CPT -18%, FEN1 inh -4% and N370S GC 26%.
`C[C@H](CO)N1C[C@H](C)[C@@H](CN(C)C(=O)Nc2ccc(C(F)(F)F)cc2)Oc2ccc(NS(=O)(=O)c3cccs3)cc2C1=O` gave TDP1 cell CPT inconclusive and FEN1 inh 2%.
Screening CCc1ccc(C2CC(c3ccc(Cl)cc3)=NNC2=O)cc1 (configuration not stated) returned TDP1 cell CPT inconclusive, FEN1 inh -5% and N370S GC -10%.
For COc1cc(C(=O)NCCC(C)C)ccc1OCc1ccc(Cl)cc1Cl the results were TDP1 cell CPT inconclusive, FEN1 inh -1% and N370S GC 4%.
COc1ccc(C)c2sc(=NC(=O)c3ccccc3)n(C)c12 was read as TDP1 cell CPT inconclusive, FEN1 inh -3% and N370S GC 5%.
`COC(=O)CS(=O)(=O)c1cc(Br)cc2c1N(C(C)=O)CC2` gave TDP1 cell CPT -5%, FEN1 inh 12% and N370S GC 1%.
`CCOC(=O)c1noc2ncnc(N3CCN(c4ccccc4OC)CC3)c12` gave TDP1 cell CPT 4.6µM* and FEN1 inh -7%.
For CCN(CC)C(=O)C1CCCN(c2ccc([N+](=O)[O-])cc2)C1 (configuration not stated) the results were TDP1 cell CPT 1% and FEN1 inh 5%.
Screening CC1CC(C)(C)N(C(=O)CN2C(=O)CCC2=O)c2ccccc21 (configuration not stated) returned TDP1 cell CPT 15%, FEN1 inh 2% and N370S GC -13%.
Cc1cc(NS(=O)(=O)c2c(C(=O)N3CCOCC3)c(C)n(C)c2C)ccc1Br was read as TDP1 cell CPT inconclusive, FEN1 inh 18% and N370S GC -7%.
`Fc1ccc(CNc2nc3c(-c4ccc(F)cc4)nnn3c3ccccc23)cc1` gave TDP1 cell CPT 8% and FEN1 inh 2%.
Screening CC(C)NC(=O)c1ccc2c(c1)N(CC(=O)NC1CCCCC1)C(=O)C(C)(C)O2 returned TDP1 cell CPT 10%, FEN1 inh 6% and N370S GC -8%.
For CC(C)C[C@@H](CNCC(=O)[C@H](CC(C)C)NC(=O)c1[nH]cnc1C(=O)N[C@H](CN)CC(C)C)NC(=O)c1nc[nH]c1C(=O)N[C@@H](CC(=O)O)C(=O)O the results were TDP1 cell CPT -21% and FEN1 inh 7%.
`Cc1cccc(CN2C(=O)CC(c3ccc(Cl)cc3)c3c(C)nn(-c4nc(C)cc(C)n4)c32)c1` (configuration not stated) gave TDP1 cell CPT inconclusive and FEN1 inh -10%.
For COc1ccc(/C=C2\SC(=O)N(CCNC(=O)CN3C(=O)NC4(CCCC4)C3=O)C2=O)cc1 the results were TDP1 cell CPT inconclusive, FEN1 inh -9% and N370S GC -5%.
For CCCc1nnc(SCC(=O)NC2CC2)n1C the results were TDP1 cell CPT 1%, FEN1 inh 4% and N370S GC 4%.
`COc1ccc(CN2CCC(C(=O)NCCc3ccc(OC)c(OC)c3)CC2)c(OC)c1` gave TDP1 cell CPT -3%, FEN1 inh -2% and N370S GC -2%.
Screening C#CCNC(=O)C1=C[C@@H](c2cn(C(C)=O)c3ccccc23)C[C@@H](OCCCCO)O1 returned TDP1 cell CPT 0%, FEN1 inh -17% and N370S GC 2%.
Screening COc1ccccc1-c1cc(C(=O)NC2CCCC2)no1 returned TDP1 cell CPT 2%, FEN1 inh -12% and N370S GC -7%.
For O=C1CCC(C2CCc3cc(O)ccc3C2)C1 (configuration not stated) the results were TDP1 cell CPT 19% and FEN1 inh 7%.
CC(C)(C)c1ccc(NC(=O)Nc2ccc(OCC(=O)N3CCOCC3)cc2)cc1 was read as TDP1 cell CPT 2%, FEN1 inh -14% and N370S GC -20%.
For Cc1ccccc1OCC(=O)NNC(=O)C1CC(=O)N(c2ccc3c(c2)OCCO3)C1 (configuration not stated) the results were TDP1 cell CPT inconclusive and FEN1 inh 4%.
`c1ccc(-c2csc(-c3cccnc3)n2)cc1` gave TDP1 cell CPT -4%, FEN1 inh -2% and N370S GC -17%.
`CCOc1cc(N2CCOCC2)c(OCC)cc1NC(=O)CN1C(=O)NC(Cc2ccccc2)C1=O` (configuration not stated) gave TDP1 cell CPT 3%, FEN1 inh -2% and N370S GC -2%.
Screening CC(C)C1C(=O)CC(c2ccccc2)NC1c1ccccc1 (configuration not stated) returned TDP1 cell CPT 6%, FEN1 inh -11% and N370S GC -12%.
For COc1ccccc1N1CCN(C(=O)C2CCN(S(=O)(=O)Cc3ccccc3)CC2)CC1 the results were TDP1 cell CPT inconclusive and FEN1 inh 6%.
For COc1cc(NS(=O)(=O)c2ccc(NC(=O)COc3ccc(C)cc3C)cc2)nc(OC)n1 the results were TDP1 cell CPT -9%, FEN1 inh 5% and N370S GC -16%.
Screening Cc1cccc(N2CCN(c3nc4ccccc4c4nnc(C)n34)CC2)c1C returned TDP1 cell CPT 13µM* and FEN1 inh -6%.
For CCC(=O)Nc1ccc(/C(C)=N/NC(=O)c2c(-c3ccccc3Cl)noc2C)cc1 the results were TDP1 cell CPT inconclusive, FEN1 inh -4% and N370S GC -13%.
CC(C)C(=O)Nc1cccc(C(=O)Nc2cc([N+](=O)[O-])ccc2Cl)c1 was read as TDP1 cell CPT -26%, FEN1 inh 10% and N370S GC 30%.
`COc1ccccc1NS(=O)(=O)c1cc(NC(=O)C(C)NC(N)=O)ccc1N1CCCC1` (configuration not stated) gave TDP1 cell CPT -9% and FEN1 inh 6%.
Screening C=CCN1C=C2C(=O)C(C)(OC(=O)CCC(=O)OC)C(=O)C=C2C=C1C1CC1 (configuration not stated) returned TDP1 cell CPT -2%, FEN1 inh 5% and N370S GC 4%[12.8 µM].
`CCOc1ccc2c(c1)C(=O)C(=O)N2CC1COc2ccccc2O1` (configuration not stated) gave TDP1 cell CPT 1.2µM*, FEN1 inh -7% and N370S GC -5%.

Random excerpt: 6 compounds from above, in no set order.
`COc1ccc(CN2CCC(C(=O)NCCc3ccc(OC)c(OC)c3)CC2)c(OC)c1` gave TDP1 cell CPT -3%, FEN1 inh -2% and N370S GC -2%.
`c1ccc(-c2csc(-c3cccnc3)n2)cc1` gave TDP1 cell CPT -4%, FEN1 inh -2% and N370S GC -17%.
For O=C1CCC(C2CCc3cc(O)ccc3C2)C1 (configuration not stated) the results were TDP1 cell CPT 19% and FEN1 inh 7%.
For Cc1ccccc1OCC(=O)NNC(=O)C1CC(=O)N(c2ccc3c(c2)OCCO3)C1 (configuration not stated) the results were TDP1 cell CPT inconclusive and FEN1 inh 4%.
`COc1ccccc1NS(=O)(=O)c1cc(NC(=O)C(C)NC(N)=O)ccc1N1CCCC1` (configuration not stated) gave TDP1 cell CPT -9% and FEN1 inh 6%.
Screening C=CCN1C=C2C(=O)C(C)(OC(=O)CCC(=O)OC)C(=O)C=C2C=C1C1CC1 (configuration not stated) returned TDP1 cell CPT -2%, FEN1 inh 5% and N370S GC 4%[12.8 µM].
